# Screening data (PubChem)
# Ba/F3 V617F tox = loss of viability in JAK2V617F-driven Ba/F3 cells; AID 1446; Ba/F3 EpoR-JAK2V617F viability, ATP luminescence; 220,000 tested, 1.1% active; inhibition, % at 5.6 µM;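 active means inhibition above the campaign mean plus 3 SD over all tested compounds, cut at about 24% in these data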;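 further: cytokine-independent growth of Ba/F3 cells driven by EpoR plus mutant JAK2; 0% = DMSO-treated cells and 100% = JAK inhibitor I control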
# zfTRPN1 agonist = agonists of zebrafish TRPN1 channel; HEK293 zebrafish TRPN1-YFP, Fluo-8 calcium fluorescence; 100% = response to 87 µM carbachol; activation, % at 3 µM; 220,000 tested, 0.18% active;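 active means activation above its plate's cutoff, the mean activation of test wells on that plate plus 3 SD, cut at about 19% in these data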;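 further: 0% = DMSO alone and 100% = 87 µM carbachol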
#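 Material: zebrafish TRPN1-YFP in HEK293 cells. Doses: one dose of 3 µM, 0.3% DMSO. Incubation: dye 1 h 37 °C plus 30 min RT. Measured by: intracellular calcium fluorescence with Fluo-8.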
# CHOP inhibitor = CHOP inhibition in unfolded protein response; 220,000 tested, 3.8% active; AID 2732; inhibition, % at 10 µM; CHO-K1 CHOP-promoter luciferase, tunicamycin-induced, 15-18 h;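 active means compounds that reduced the stress-induced luciferase reporter signal by more than about 70% of percent inhibition, limit read from the data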;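 further: 0% = tunicamycin plus vehicle and 100% = wells without tunicamycin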
# Wee1 stabilizer = blocks degradation of human Wee1 kinase; P30291; HeLa Luc-Wee1K328M stability, luciferase luminescence; 100% = proteasome inhibitor MG132 effect; reporter increase, % at 5 µM; 220,000 tested, 1.2% active; AID 1321;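 active means activation above the mean of all tested compounds plus 3 SD, set per screening run, cut at about 8.8% in these data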;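 further: cells exposed to compound for 20 h before luminescence read; 0% = DMSO alone and 100% = MG132 at 30 µM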
# Target sequence (P30291 whole entry K328M): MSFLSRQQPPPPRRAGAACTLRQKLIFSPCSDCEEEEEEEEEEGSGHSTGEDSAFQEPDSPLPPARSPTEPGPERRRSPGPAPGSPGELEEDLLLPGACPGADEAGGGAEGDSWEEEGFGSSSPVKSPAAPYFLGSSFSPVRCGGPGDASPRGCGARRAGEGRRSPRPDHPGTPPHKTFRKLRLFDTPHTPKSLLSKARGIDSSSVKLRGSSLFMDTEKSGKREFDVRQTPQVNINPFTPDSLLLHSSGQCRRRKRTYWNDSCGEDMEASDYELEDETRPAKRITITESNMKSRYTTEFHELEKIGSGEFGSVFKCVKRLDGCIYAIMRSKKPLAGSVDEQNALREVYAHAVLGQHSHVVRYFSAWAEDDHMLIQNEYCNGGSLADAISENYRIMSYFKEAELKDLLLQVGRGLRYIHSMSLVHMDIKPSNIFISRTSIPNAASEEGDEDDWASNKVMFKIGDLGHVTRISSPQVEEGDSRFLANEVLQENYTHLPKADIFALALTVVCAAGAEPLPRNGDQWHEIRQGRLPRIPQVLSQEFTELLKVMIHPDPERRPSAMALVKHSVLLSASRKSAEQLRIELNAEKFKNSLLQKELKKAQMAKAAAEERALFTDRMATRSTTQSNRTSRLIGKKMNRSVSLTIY
# BaF3 tox = reduces parental Ba/F3 cell viability, JAK2V617F counter-screen; CellTiter-Glo ATP luminescence; inhibition, % at 5.6 µM; 220,000 tested, 1.1% active; AID 1486;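 active means inhibition above a per-campaign cutoff, the mean inhibition of all tested compounds plus 3 SD, cut at about 27% in these data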;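 further: 0% = DMSO wells and 100% = JAK Inhibitor I control wells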
# TNF death inh = inhibitors of TNF-alpha induced necroptosis in Jurkat FADD-/- cells. Jurkat FADD-/- TNF necroptosis rescue, ATP luminescence, 24 h; 0 = TNF only, 100 = no-TNF cells. activation (protection from cell death), % at 10 µM. 220,000 tested, 0.068% active;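 active means activation, meaning protection from cell death, of at least 50% relative to plate controls; inactive means activation below 50%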;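 further: necroptosis triggered by 40 ng/mL TNF-alpha added together with compound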
# RBBP9 inhibitor = human RBBP9 hydrolase inhibition. AID 1515. inhibition, % at 7.94 µM. 220,000 tested, 0.2% active. recombinant RBBP9, FP-Rh probe fluorescence polarization. O75884;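 active means inhibition above the campaign mean of all tested compounds plus 3 SD, cut at about 14% in these data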;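 further: plate controls were DMSO wells with RBBP9 for no effect and wells lacking RBBP9 protein for full effect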
# Target sequence (O75884 whole entry, looked up): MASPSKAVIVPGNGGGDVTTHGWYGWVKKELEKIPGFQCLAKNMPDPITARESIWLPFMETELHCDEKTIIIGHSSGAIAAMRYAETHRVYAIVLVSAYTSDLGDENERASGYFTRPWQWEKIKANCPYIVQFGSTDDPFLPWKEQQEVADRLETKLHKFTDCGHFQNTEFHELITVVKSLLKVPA
#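 Test system – recombinant human RBBP9 · Input – RBBP9 2.5 µM in dispensing solution, pre-mixing · Medium – Tris buffer pH 8.0, NaCl, Pluronic · Schedule – preincubation 30 min plus labeling 45 min at 25 °C · Measured by – fluorescence polarization · Measure – % inhibition · Controls – DMSO and no-protein wells · Replicates – one well per compound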
# TRPML3 agonist = human mucolipin-3 channel agonism | HEK293 TRPML3-YFP, Fluo-8 calcium fluorescence; 100% = the carbachol control signal | 220,000 tested, 0.29% active | AID 1448 | activation, % at 3 µM;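 active means activation above its plate's cutoff, the mean activation of the plate's test wells plus 3 SD, cut at about 12% in these data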;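 further: 0% = DMSO only wells and 100% = carbachol wells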
#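 Test system: HEK293 cells stably carrying human TRPML3-YFP; Doses: single dose, 3 µM final nominal compound, 0.3% DMSO final; Schedule: dye loading 1 h 37 °C then 30 min ambient, 125 s read; Technique: Fluo-8 calcium fluorescence; Benchmarks: high control carbachol 87 µM, low control DMSO.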
# PPC-1+TRAIL kill = PPC-1 cancer cell killing with TRAIL present | PPC-1 cells + TRAIL, ATPLite viability luminescence | cell killing (% activity), % at 4 µM | 220,000 tested, 0.41% active | AID 1443;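 active means cell killing above 50% in the first pass at 4 µM, then a duplicate retest at 5 µM averaging 50% or more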;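 further: plate controls were cells with TRAIL plus DMSO for no effect and medium-only wells lacking cells for full effect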
# An asterisk follows results filed as active; x = not tested or not shown; [ ] = remark or other dose. Random draw from the library (roughly 6.8% active in at least one column).
molecule,Ba/F3 V617F tox,zfTRPN1 agonist,CHOP inhibitor,Wee1 stabilizer,BaF3 tox,TNF death inh,RBBP9 inhibitor,TRPML3 agonist,PPC-1+TRAIL kill
CCCN1CCN(C(c2cc3cc4c(cc3[nH]c2=O)OCO4)c2nnnn2C(C)(C)C)CC1 (stereo not given),-6,-0.8,53,4,2,-1.0,-6,0.3,12
COc1ccc(C(=O)N2CCN(S(=O)(=O)N3CCOCC3)CC2)cc1OC,-2,3.6,29,-2,0,0.0,-4,0.6,12
COc1ccc(C(=O)/C=C/c2ccc(OC)c(COc3ccccc3F)c2)cc1,0,3.0,-6,-1,5,1.4,-10,0.1,0
C=CCn1cnc2sc(C(=O)Nc3ccccc3OC)c(C)c2c1=O,-1,2.1,27,-1,3,-0.6,0,0.1,3
CCOC(=O)Cc1nnc(Nc2ccc(C(=O)NC)cc2)c2ccccc12,-1,1.2,9,0,-3,3.2,-3,1.1,14
COc1ccccc1N1CCN(/N=C/c2ccc(OC)c(OC)c2OC)CC1,-1,-1.2,-2,1,3,1.4,-8,-0.4,3
Cc1ccc(C)c(NC(=O)c2cc3ccccn3n2)c1,1,0.8,-47,-1,3,-0.6,1,0.0,5
O=C(CSc1cccc[n+]1[O-])NCC1CCCCC1,7,-1.0,-13,5,4,1.6,-22,0.1,3
O=C(NCc1ccc2c(c1)CCO2)Nc1cccc(C(F)(F)F)c1,-3,0.4,11,-2,2,1.5,-6,1.1,-6
O=C(NC(=S)NCc1ccncc1)c1ccccc1,0,1.1,14,2,5,0.1,1,0.2,15
COc1ccc(/C(=C\Nc2ccc(C)c(C)c2)C(C)=O)cc1OC,1,-0.8,34,-2,4,-0.3,-6,-0.1,-13
CC(=NCCc1c(C)[nH]c2ccc(C)cc12)C1=C(O)CC(c2ccccc2)CC1=O (stereo not given),1,-2.1,56,4,6,-3.3,0,-0.1,11
CCC(=O)Nc1nonc1-c1nc2ccccc2n1CCC(C)C,-2,-0.8,49,0,2,-0.4,-3,-1.0,1
CN(Cc1ccccc1)C(=O)c1ccc2c(c1)OCO2,-1,-0.8,47,0,0,6.0,-1,0.4,7
O=C(N/N=C/c1ccc(Cl)c([N+](=O)[O-])c1)c1cc(-c2ccc3c4c(cccc24)CC3)n[nH]1,-2,1.5,77*,-1,-2,1.1,-7,0.9,42[5 µM]
Cc1c(C(=O)OCC[N+]2(C)CCCCC2)oc2ccccc12,-1,1.1,3,4,1,0.7,-4,0.8,-2
CCOc1ccccc1CN1CCC(O)CC1,-1,-0.3,-3,0,3,0.8,0,1.3,17
CC(C)CCN1CCN(Cc2nc(-c3ccccc3)cs2)CC1CCO (stereo not given),1,1.6,-12,3,5,1.0,-4,1.0,-1
CS(=O)(=O)N(CC(=O)N/N=C/c1ccccn1)c1ccc(Oc2ccccc2)cc1,-2,-0.1,42,0,1,2.9,-4,1.0,3
CC(C)N1C(=O)CCC1C(=O)O (stereo not given),-8,-0.2,-3,0,2,1.2,0,-0.5,4
O=C1N=c2ccccc2=C1c1sc(=S)n(NC(=O)c2ccccc2)c1O,0,-2.8,94*,-4,-3,-1.3,-1,-1.0,-24
C=C(C)c1cccc(C(C)(C)NC(=O)NCc2ccc(OC)cc2)c1,-2,-0.9,19,4,2,3.0,-11,0.3,29
COc1cc(OC)cc(C(=O)NCC(=O)OCc2csc(-c3ccccc3)n2)c1,3,-1.5,2,-3,11,0.4,-1,-0.6,3
COc1ccccc1CC(=O)NN1C(=O)c2ccccc2C1=O,5,-1.8,5,-2,35*,0.0,-13,-0.4,16
CCN(CC)CC(=O)Nc1sc(C)c(C)c1C(=O)c1ccc(C)cc1,-1,0.3,57,-3,3,-0.6,-5,0.2,2
CCn1c(SCc2ccccc2)nnc1-c1ccc(S(=O)(=O)N2CCCCC2)cc1,7,5.5,48,-1,18,-5.7,7,0.6,12
Cc1c(N=C2NC(=O)C(CC(=O)Nc3ccc(Cl)cc3)S2)c(=O)n(-c2ccccc2)n1C (stereo not given),-2,-0.3,-27,0,3,-1.2,2,-0.2,7
Cc1ncc(CN2CCN(CCC(C)C)C(CCO)C2)s1 (stereo not given),-2,-1.1,3,3,-1,1.0,4,1.1,-6
COc1cccc(NC(=O)CN2C(=O)C3(OCCCO3)c3ccccc32)c1,-2,0.4,25,-3,3,-2.0,-10,0.6,12
CCCCC1CC(CSC(=N)N)OC1=O (stereo not given),0,0.0,14,-1,-2,-1.9,-2,0.0,12

# Five compounds picked at random from those above, as already listed:
molecule,Ba/F3 V617F tox,zfTRPN1 agonist,CHOP inhibitor,Wee1 stabilizer,BaF3 tox,TNF death inh,RBBP9 inhibitor,TRPML3 agonist,PPC-1+TRAIL kill
COc1ccc(C(=O)/C=C/c2ccc(OC)c(COc3ccccc3F)c2)cc1,0,3.0,-6,-1,5,1.4,-10,0.1,0
C=C(C)c1cccc(C(C)(C)NC(=O)NCc2ccc(OC)cc2)c1,-2,-0.9,19,4,2,3.0,-11,0.3,29
Cc1ncc(CN2CCN(CCC(C)C)C(CCO)C2)s1 (stereo not given),-2,-1.1,3,3,-1,1.0,4,1.1,-6
COc1cc(OC)cc(C(=O)NCC(=O)OCc2csc(-c3ccccc3)n2)c1,3,-1.5,2,-3,11,0.4,-1,-0.6,3
CCOc1ccccc1CN1CCC(O)CC1,-1,-0.3,-3,0,3,0.8,0,1.3,17

# (listing goes on)
molecule,Ba/F3 V617F tox,zfTRPN1 agonist,CHOP inhibitor,Wee1 stabilizer,BaF3 tox,TNF death inh,RBBP9 inhibitor,TRPML3 agonist,PPC-1+TRAIL kill
CCOC(=O)c1cc(-c2ccccc2)n(CCC(=O)N2CCN(c3ccccn3)CC2)c1C,3,-2.3,5,-1,8,2.0,-5,-1.1,22
Brc1ccc2nc(CSc3ncn[nH]3)cn2c1,1,-0.8,63,6,5,-3.0,-2,0.5,16
O=C(Cn1c(=O)sc2ccccc21)Nc1ccc(O)cc1,2,-0.1,14,-1,1,0.9,-7,-0.3,x
COc1cc(/C=N/NC(=O)c2c(-c3ccccc3)noc2C)cc(OC)c1OC,2,-0.9,-14,0,6,0.3,-4,0.2,25
Cn1cccc1/C=C(/C#N)C(N)=S,-5,0.3,10,1,-2,0.1,0,1.3,18
c1ccc(N(c2ccccc2)c2nc(N3CCCC3)nc(-n3ccnc3)n2)cc1,-3,0.0,49,-4,1,-4.4,5,0.8,-4
c1ccc(-c2ccc(C3CCCN3)cc2)cc1 (stereo not given),-3,-0.6,19,1,2,5.7,-5,1.0,28
Cc1nc2ccc(NC(=O)NCCO)cc2s1,-5,1.1,-15,-2,-1,0.9,-7,1.4,0
Cc1ccc(CN2CCN(Cc3ccc4ncccc4c3)CC2CCO)cc1 (stereo not given),-2,0.0,7,0,4,1.1,-9,1.0,x
CCC(CC)NC(=O)c1oc2ccccc2c1COc1ccccc1,-4,-1.6,54,1,2,2.4,-6,-0.5,12
CC(CCCC(C)(C)O)NC(=O)c1ccc(OC2CCN(C(=O)C3CC3)CC2)cc1 (stereo not given),0,0.9,8,8.9*,-1,2.1,-13,0.6,12
CC(C)NC(=O)NC(=O)CSc1ncccn1,1,1.6,5,-2,7,3.7,-8,1.0,8
COc1ccc(NC(=O)CSC2=C(C#N)C(c3ccco3)C3=C(CCCC3=O)N2)c(OC)c1 (stereo not given),-1,-1.1,-11,0,3,-0.5,-5,0.3,1
O=C1CC(N2CCC(O)CC2)C(=O)N1c1ccc(Br)cc1 (stereo not given),1,1.0,31,3,4,-3.1,-14,1.4,5
OCCN(CCO)CC(O)COCCC12CC3CC(CC(C3)C1)C2 (stereo not given),-3,-0.3,9,-1,1,1.2,-1,1.2,19
CCOC(=O)C(C)Sc1ncc(OC)c(Sc2ccc(Cl)cc2)n1 (stereo not given),-2,1.6,27,0,4,-2.3,-14,0.9,7
OCCOCCOCCn1c2ccccc2c2ccccc21,-3,0.0,50,-1,5,-0.7,14,0.4,22
CN(Cc1ccccc1)C(=O)NC1CCCCC1,-5,-0.5,-8,-1,-3,5.2,2,0.0,26
CN(Cc1ccccc1)Cc1nc2c([nH]1)c(=O)n(C)c(=O)n2C,4,0.7,-2,-1,5,-0.4,-6,-0.5,7
O=[N+]([O-])c1ccccc1OCCCN1CCOCC1,-4,1.3,-13,0,2,-1.4,0,0.7,16
COc1ccc(OC)c2sc(NNC(=O)COc3ccccc3)nc12,3,-2.0,18,2,9,-0.4,1,0.3,4
CC(NC(=O)c1ccc2c(c1)OCO2)C(c1cccs1)N1CCOCC1 (stereo not given),-2,0.0,14,-3,2,-1.3,-4,-0.6,0
O=C(Cc1coc2cc3c(cc12)CCC3)NCC1(N2CCCCC2)CCCCC1,2,-0.7,20,-2,9,5.0,-5,0.1,-10
COC(=O)c1ccc(CNC(=O)COC(=O)c2cc(Cl)nc(Cl)c2)cc1,2,-0.5,25,3,5,0.1,-9,0.2,28
C=CCN(C(=O)CNS(=O)(=O)c1ccccc1)C(C(=O)NCCOC)c1ccncc1 (stereo not given),3,1.5,-36,-1,-1,0.3,0,0.3,22
O=C(Cc1ccccc1F)Nc1nc2ccccc2[nH]1,-2,-0.5,34,-3,-3,3.3,1,0.3,-15
CCC(=O)N(c1ccc(F)cc1)C1C=CS(=O)(=O)C1 (stereo not given),3,1.6,-18,1,6,1.0,-13,-0.3,4

# 3 entries out of the list, ordered by count of non-hydrogen atoms, highest first:
molecule,Ba/F3 V617F tox,zfTRPN1 agonist,CHOP inhibitor,Wee1 stabilizer,BaF3 tox,TNF death inh,RBBP9 inhibitor,TRPML3 agonist,PPC-1+TRAIL kill
C=CCN(C(=O)CNS(=O)(=O)c1ccccc1)C(C(=O)NCCOC)c1ccncc1 (stereo not given),3,1.5,-36,-1,-1,0.3,0,0.3,22
Cc1nc2ccc(NC(=O)NCCO)cc2s1,-5,1.1,-15,-2,-1,0.9,-7,1.4,0
Cn1cccc1/C=C(/C#N)C(N)=S,-5,0.3,10,1,-2,0.1,0,1.3,18
